COUP-TFII inh: NR2F2 transcriptional activity inhibitors, primary screen, cell-based, luciferase reporter, HEK293T, luminescence; COUP transcription factor 2 (Homo sapiens), P24468; HEK293T NGFI-A luciferase reporter; inhibition, % at 8.6 µM; 370,000 compounds, 0.7% hits; AID 686940, 2013;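 active = inhibition above a per-plate cutoff, mean inhibition of test wells between control levels plus 3 SD, cut at about 38% in these data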;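 note: cells cotransfected with COUP-TFII expression vector driving the NGFI-A reporter; 0% = median of COUP-TF2 test wells and 100% = reporter-only cells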
LMP1 NFkB inh: EBV LMP1-driven NF-kappaB luciferase reporter inhibitors, primary screen, cell-based, luminescence, single point | inhibition, % at 12.5 µM | AID 504558, 2011 | LMP1-induced NF-kappaB luciferase reporter cells | 350,000 compounds, 0.69% hits; in the data active = inhibition above about 41%;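 note: 0% = neutral control wells and 100% = reference inhibitor control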
SRC3 inh: SRC3 coactivator transcriptional activity inhibitors, primary screen, cell-based, luminescence; Nuclear receptor coactivator 3 (Homo sapiens), Q9Y6Q9; HEK293 GAL4-SRC3 luciferase reporter; inhibition, % at 3.6 µM; 360,000 compounds, 0.17% hits;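 active = inhibition above a per-campaign cutoff, the mean of all compounds plus 3 SD, cut at about 60% in these data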;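 note: 0% = DMSO-treated cells and 100% = gossypol-treated cells at 36 µM; higher means less SRC3-driven luciferase light from the GAL4 reporter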
Target sequence (Q9Y6Q9 whole entry, looked up, the tested form may be a part): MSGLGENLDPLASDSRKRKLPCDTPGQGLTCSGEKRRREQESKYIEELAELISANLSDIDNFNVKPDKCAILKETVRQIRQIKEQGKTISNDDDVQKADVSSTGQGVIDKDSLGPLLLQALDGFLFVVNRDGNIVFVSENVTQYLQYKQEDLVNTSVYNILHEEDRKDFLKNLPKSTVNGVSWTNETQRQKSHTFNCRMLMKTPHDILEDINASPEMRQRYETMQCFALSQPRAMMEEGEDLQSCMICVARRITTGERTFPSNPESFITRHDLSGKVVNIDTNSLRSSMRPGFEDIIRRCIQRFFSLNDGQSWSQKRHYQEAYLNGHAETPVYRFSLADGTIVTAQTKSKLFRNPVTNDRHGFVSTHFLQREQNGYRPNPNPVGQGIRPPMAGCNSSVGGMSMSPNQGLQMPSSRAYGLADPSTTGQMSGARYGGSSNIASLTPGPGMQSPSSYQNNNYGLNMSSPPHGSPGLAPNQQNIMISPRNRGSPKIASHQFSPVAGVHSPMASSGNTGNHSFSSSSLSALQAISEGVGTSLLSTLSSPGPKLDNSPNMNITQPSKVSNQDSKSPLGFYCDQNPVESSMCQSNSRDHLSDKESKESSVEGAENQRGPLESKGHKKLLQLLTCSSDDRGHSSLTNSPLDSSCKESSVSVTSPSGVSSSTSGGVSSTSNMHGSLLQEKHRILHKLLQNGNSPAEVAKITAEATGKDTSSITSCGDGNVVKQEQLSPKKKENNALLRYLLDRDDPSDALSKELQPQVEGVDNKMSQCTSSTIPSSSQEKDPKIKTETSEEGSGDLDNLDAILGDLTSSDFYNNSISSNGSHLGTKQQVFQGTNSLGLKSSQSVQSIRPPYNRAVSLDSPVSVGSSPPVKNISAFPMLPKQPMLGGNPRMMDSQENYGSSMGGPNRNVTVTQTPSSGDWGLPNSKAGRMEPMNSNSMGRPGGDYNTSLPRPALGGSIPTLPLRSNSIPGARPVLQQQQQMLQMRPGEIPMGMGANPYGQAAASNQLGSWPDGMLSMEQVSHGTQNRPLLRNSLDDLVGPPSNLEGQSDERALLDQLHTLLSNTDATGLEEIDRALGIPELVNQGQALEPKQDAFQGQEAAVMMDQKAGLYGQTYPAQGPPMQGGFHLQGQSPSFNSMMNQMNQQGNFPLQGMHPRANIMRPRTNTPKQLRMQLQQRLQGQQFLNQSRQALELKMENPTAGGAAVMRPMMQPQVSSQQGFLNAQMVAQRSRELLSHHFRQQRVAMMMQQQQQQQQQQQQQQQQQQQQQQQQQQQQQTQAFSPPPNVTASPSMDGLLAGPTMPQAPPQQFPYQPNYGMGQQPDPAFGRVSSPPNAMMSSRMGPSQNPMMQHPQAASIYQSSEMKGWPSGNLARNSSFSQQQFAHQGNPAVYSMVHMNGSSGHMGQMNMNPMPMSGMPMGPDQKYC
MC4R ag barr: MC4R agonists recruiting beta-arrestin, primary screen, cell-based, luminescence, agonist arm of biased-ligand search; U2OS MC4R beta-arrestin complementation; percent of melanotan II response, DMSO zero; activation, % at 8.9 µM; 360,000 compounds, 0.98% hits;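 active = activation above a per-plate cutoff, the mean activation of sample wells on that plate plus 3 SD, cut at about 8% in these data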
LRH-1 inv ag: LRH-1 (NR5A2) inverse agonists, primary screen, cell-based, luminescence, HEK293T, StAR-luciferase reporter. AID 602396, 2012. inhibition, % at 3.6 µM. LRH-1 transfected, 24 h. 360,000 compounds, 0.13% hits;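 active = inhibition above the mean inhibition of all tested compounds plus 3 SD, cut at about 73% in these data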;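 note: 0% = DMSO wells and 100% = reporter-only cells lacking LRH-1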
SRC2 inh: inhibition of GAL4-SRC2 driven luciferase reporter, primary screen, SRC2 inhibitor project, cell-based, luminescence; HEK293 GAL4-SRC2 luciferase reporter; inhibition, % at 9 µM; Nuclear receptor coactivator 2 (Homo sapiens), Q15596; AID 651957, 2012; 370,000 compounds, 0.17% hits;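 active = inhibition above the mean inhibition of all tested compounds plus 3 SD, set per campaign, cut at about 52% in these data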;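 note: 0% = DMSO treated cells and 100% = cells given Gossypol at 36 µM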
ABHD5-PLIN5 inh: ABHD5-PLIN5 interaction inhibitors, primary screen, cell lysate, split luciferase complementation, luminescence | 360,000 compounds, 0.78% hits | inhibition, % at 4 µM | Split G. princeps luciferase complementation, 4 h;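 active = inhibition above the mean inhibition across every tested compound plus 3 SD, cut at about 22% in these data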;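 note: 0% = DMSO only wells and the 100% control is not disclosed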
MC4R antagonist: MC4R antagonists of cAMP signaling, primary screen, cell-based, TR-FRET, antagonist arm of biased-ligand search. MC4R-expressing cells, MTII-stimulated cAMP, LANCE TR-FRET. inhibition, % at 6.5 µM. 360,000 compounds, 0.48% hits;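 active = inhibition above its plate's cutoff, the mean of tested wells on that plate plus 3 SD, cut at about 29% in these data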;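 note: 0% = Melanotan II alone and 100% = Melanotan II plus saturating MCL0020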
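Material: human MC4R-expressing U2OS cells. Probe or stimulus: Melanotan II challenge. Dosing: 6.5 µM single dose. Times: 30-min compound, 1-h challenge, 1-h detection, room temperature. Technique: TR-FRET with Eu-cAMP and labeled anti-cAMP, 671 nm. Replication: singlicate.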
NOD2-RIPK2 inh: NOD2-RIPK2 binding disruptors in cells, primary screen, fluorescence, CHO cells, BLA complementation | 360,000 compounds, 0.38% hits | inhibition, % at 4.98 µM | Receptor-interacting serine/threonine-protein kinase 2 (Homo sapiens), O43353 | AID 624267, 2012 | CCF4 ratio; in the data active = inhibition above about 21%;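 note: 0% = vehicle only and 100% = reference blocker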
TLR9-MyD88 block: inhibitors of TLR9-MyD88 association in cells, primary screen, cell-based, CHO, BLA complementation, fluorescence; Toll-like receptor 9 (Homo sapiens) + Myeloid differentiation primary response protein …; CCF4 FRET ratio; inhibition, % at 4.98 µM; 340,000 compounds, 0.21% hits;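 active = inhibition above the mean over all tested compounds plus 3 SD, cut at about 21% in these data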;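 note: 0% = DMSO only wells and 100% = clavulanate BLA inhibitor control wells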
SRC1 inh: SRC1 coactivator transcriptional activity inhibitors, primary screen, cell-based, luminescence | Nuclear receptor coactivator 1 (Homo sapiens), Q15788 | HEK293 GAL4-SRC1 luciferase reporter | inhibition, % at 3.6 µM | 360,000 compounds, 0.12% hits | AID 588354, 2011;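 active = inhibition above the campaign mean plus 3 SD, with each screening campaign given its own cutoff, cut at about 60% in these data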;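 note: 0% = DMSO treated cells and 100% = gossypol at 36 µM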
The depositor's hits bear a star; nt = no result given.

SMILES	COUP-TFII inh	LMP1 NFkB inh	SRC3 inh	MC4R ag barr	LRH-1 inv ag	SRC2 inh	ABHD5-PLIN5 inh	MC4R antagonist	NOD2-RIPK2 inh	TLR9-MyD88 block	SRC1 inh
COCCn1c(SCC(=O)NCc2ccccc2)nnc1-c1ccco1	7	0	-1	1.2	-9	10	-5	7	-3	-11	-3
N[C@@H](Cc1ccccc1)C(=O)N1CCC(C(=O)NCC(=O)NCC(=O)O)CC1	-6	-10	-4	-2.2	10	-21	2	6	6	-14	4
CCN(CC)CCCNc1nc2ccccc2c2nc(-c3ccncc3)nn12	1	-35	34	-0.6	-19	-154	7	11	10	8	24
CC(=O)Nc1ccc(C(=O)OCC(=O)NCCC2=CCCCC2)cc1	-5	-5	-20	2.4	-10	-54	1	9	2	-8	-8
COc1ccccc1NC(=O)c1cc(C)nc2ccccc12	5	-8	13	-1.9	19	17	5	-3	6	3	8
O=C(Nc1ccc2c(c1)OCO2)c1sc2cc(Cl)ccc2c1Cl	7	3	-4	4.8	-26	-14	0	-4	-3	-1	-33
O=C(c1ccccc1Cl)N1CCN(c2ncccn2)CC1	-16	nt	12	-0.2	-1	-4	0	9	-8	nt	7
COc1cccc(-c2cc3nc(NCc4ccc5occc5c4)n(C)c(=O)c3s2)c1	-7	nt	-16	-1.7	-19	7	1	-1	-4	nt	-25
COc1ccc(OC)c(NC(=O)C2CCCN(S(=O)(=O)c3ccc(-n4cnnn4)cc3)C2)c1 (configuration not stated)	-21	4	19	-0.8	-14	-30	4	12	5	-1	1
NS(=O)(=O)c1ccc(NC(NC(=O)c2cccnc2)C(Cl)(Cl)Cl)cc1 (configuration not stated)	-2	6	1	-0.3	13	-18	4	14	0	-20	0
O=C(Cc1ccccc1F)Nc1ccccc1N1CCCC1	16	-7	13	-2.4	-12	-7	0	10	1	4	-2
CCC(=O)Nc1nnc(SCC(=O)NCCc2ccc(OC)c(OC)c2)s1	15	1	13	0.2	50	-13	-1	2	-9	-2	-7
C[C@]1(OC(=O)/C=C/c2ccccc2)C[C@@H](O)[C@]2(O)C=CO[C@@H](O[C@@H]3O[C@H](CO)[C@@H](O)[C@H](O)[C@H]3O)[C@@H]21	-28	3	-4	0.9	7	2	-4	9	-20	-5	0
Cc1cccc(COCC(Cc2ccccc2)N2CCN(C(=O)c3ccc(C(F)(F)F)cc3)CCC2=O)c1 (configuration not stated)	nt	7	10	2.2	9	nt	10	16	-2	-4	14
Cc1ccc(C(=O)N/C(=C\c2cccs2)C(=O)NCc2ccncc2)cc1	-19	4	-11	0.5	2	-20	-2	12	-9	-5	0

Next part, overlapping the part above by two compounds.
SMILES	COUP-TFII inh	LMP1 NFkB inh	SRC3 inh	MC4R ag barr	LRH-1 inv ag	SRC2 inh	ABHD5-PLIN5 inh	MC4R antagonist	NOD2-RIPK2 inh	TLR9-MyD88 block	SRC1 inh
Cc1cccc(COCC(Cc2ccccc2)N2CCN(C(=O)c3ccc(C(F)(F)F)cc3)CCC2=O)c1 (configuration not stated)	nt	7	10	2.2	9	nt	10	16	-2	-4	14
Cc1ccc(C(=O)N/C(=C\c2cccs2)C(=O)NCc2ccncc2)cc1	-19	4	-11	0.5	2	-20	-2	12	-9	-5	0
Cn1c(Cl)c(/C=N/OC(=O)c2ccc(Cl)cc2)c2ccccc21	0	-5	-19	0.5	-4	-13	-1	7	-3	-8	-2
COc1ccc(OCCN2C(=O)c3ccccc3C2=O)c([N+](=O)[O-])c1	-7	-3	-11	-3.7	-16	-27	2	-1	-5	9	-42
O=C(CCc1ccccn1)N1CCCC(N2CCN(c3ccc(F)cc3)CC2)C1 (configuration not stated)	-4	-6	-6	-2.3	2	4	-2	1	-1	2	-19
CCC(C)(C)n1nnnc1C(c1ccc(O)cc1)N1CCc2ccccc2C1 (configuration not stated)	3	2	-5	-0.5	-1	10	3	13	8	-1	6
Cc1ccccc1CN(c1ccc(C(=O)N2CCN(C)CC2)cc1)S(C)(=O)=O	-15	nt	16	2.6	15	12	1	17	1	nt	4
Cc1cc(F)ccc1N1CCC(N2CCN(CCC(C)C)C(CCO)C2)CC1 (configuration not stated)	13	6	21	-0.1	12	28	-1	2	-2	-1	2
CO/N=C/NC(=O)c1c(OC)ccnc1Oc1ccc(Cl)cc1	3	-1	0	-1.9	-20	-24	1	8	-3	5	1
CCCn1nnc(NC(=S)NC(=O)c2ccc(-c3ccc(Br)cc3)o2)n1	-10	-4	9	-1.2	7	0	-6	1	-3	-3	-4
COc1ccc(CNC(=O)c2c(O)c3cc(OC)c(OC)cc3[nH]c2=O)cc1OC	0	9	-10	-0.3	-14	10	-6	17	-2	-2	9
CCCOc1ccc(Cn2c(O)cc(=O)[nH]c2=O)cc1	10	2	9	1.2	15	0	-29	-1	6	-3	-34
N#CC1=C(N)OC2=C(C(=O)CC(c3ccccc3)C2)C1c1cccnc1 (configuration not stated)	6	-8	-4	-0.9	-9	-3	2	3	-4	6	-6
CCOC(=O)C1(CCc2ccccc2)CCN(C(=O)c2ccoc2)CC1	-15	-7	-24	-0.2	1	-11	2	3	-7	6	12
Cc1ccccc1NC(=O)CSc1nnnn1C	-11	-4	12	1.7	-16	-3	-3	2	-1	-7	9
N#CCSc1nccc(-c2cc(Cl)sc2Cl)n1	-7	-1	-1	-0.8	-26	-4	2	4	1	-3	-18
CCC(C)NC(=O)Cn1ccc2cc(S(=O)(=O)N3CCCCCC3)ccc21 (configuration not stated)	3	2	-12	-2.9	-17	2	-5	11	-7	1	1
COc1ccc(OC)c(NC(=O)C2(C)CCN2C(=O)CC2CC2)c1 (configuration not stated)	12	nt	10	-0.4	-14	-20	0	3	2	nt	-2
N=c1c2c3c(sc2ncn1CCCO)CCCC3	5	0	8	-1.4	-16	-7	-2	6	-2	2	-20
CCc1cc(C(=O)c2ccc(OC)cc2)c(NC(=O)CN2CCCC2)s1	9	4	11	-1.3	7	-1	-5	-2	2	-2	4
Cc1cc(C)cc(OCC(=O)NN2C(=O)c3ccccc3C2=O)c1	-2	1	32	1.1	16	3	9	-3	-11	-8	17
COc1cccc(C(=O)OCCN2CCOCC2)c1	-2	4	-3	1.7	-6	-31	-4	14	-6	6	-9
O=C(Nc1cccc(Oc2ccccc2)c1)C1Cc2c(-c3ccccc3)ccnc2O1 (configuration not stated)	-5	nt	-28	-0.3	-1	-10	-4	3	-9	nt	-7
O=C(O)CC(CC(=O)Nc1ccc(C(=O)O)cc1)c1ccccc1 (configuration not stated)	-4	-9	4	0.4	8	-18	0	11	3	2	-4
COc1cc(S(=O)(=O)N2CCN(C(=O)c3cccs3)CC2)ccc1NC(C)=O	-6	-1	11	-0.9	-5	-3	1	7	1	-6	14
COc1ccc2ccc(O)c(CN3CCN(S(=O)(=O)c4cc([N+](=O)[O-])ccc4C)CC3)c2c1	8	-3	2	-1.4	19	-18	16	-8	-13	3	-3
CCC(=O)Nc1ccc2nc(SCC(=O)N3CCOCC3)sc2c1	-6	11	-17	0.0	-7	-2	0	25	-5	-7	-18
CC1Sc2ccc(S(=O)(=O)CCC(=O)N(C)Cc3ccco3)cc2NC1=O (configuration not stated)	-2	-7	-8	-3.0	-2	-2	3	7	-4	-15	-43
COc1ccc(NC(=O)C2CCCNC2=O)cc1 (configuration not stated)	10	0	5	-0.6	5	-21	3	1	5	2	8
O=C(NCCCN1CCCC1=O)C(=O)NCC1OCCN1S(=O)(=O)c1ccc(Br)cc1 (configuration not stated)	10	7	9	-0.6	12	-7	-2	6	2	1	12
CCC1CCCCN1C(=O)CCn1ccnc1 (configuration not stated)	-6	-8	15	-1.4	6	-16	-1	4	-15	4	6
CCCC1CC(c2csc(N)n2)CCO1 (configuration not stated)	2	-9	4	-0.9	6	3	-2	7	-2	-6	-1
CC(C)CNc1nc(N)c([N+](=O)[O-])c(N2CCCCCC2)n1	28	13	16	2.0	-29	21	2	0	-16	-1	10
Cc1cc(C)c(CN2CCN(C(=O)Cn3cnc(C(=O)Nc4ccc(C)c(C)c4)n3)CC2)c(C)c1	20	4	7	3.0	4	11	-4	9	2	-2	1

Some of the entries so far, bar-delimited:
Compound | COUP-TFII inh | LMP1 NFkB inh | SRC3 inh | MC4R ag barr | LRH-1 inv ag | SRC2 inh | ABHD5-PLIN5 inh | MC4R antagonist | NOD2-RIPK2 inh | TLR9-MyD88 block | SRC1 inh
CC(C)CNc1nc(N)c([N+](=O)[O-])c(N2CCCCCC2)n1 | 28 | 13 | 16 | 2.0 | -29 | 21 | 2 | 0 | -16 | -1 | 10
COc1ccc2ccc(O)c(CN3CCN(S(=O)(=O)c4cc([N+](=O)[O-])ccc4C)CC3)c2c1 | 8 | -3 | 2 | -1.4 | 19 | -18 | 16 | -8 | -13 | 3 | -3
O=C(Cc1ccccc1F)Nc1ccccc1N1CCCC1 | 16 | -7 | 13 | -2.4 | -12 | -7 | 0 | 10 | 1 | 4 | -2
COc1ccccc1NC(=O)c1cc(C)nc2ccccc12 | 5 | -8 | 13 | -1.9 | 19 | 17 | 5 | -3 | 6 | 3 | 8

Assay outcomes deposited in PubChem by several laboratories.

An excerpt; rates above refer to the full screens.
